# From PubChem
# TNAP inh hi DEA: blocks human TNAP under high phosphate acceptor concentration | P05186 | purified TNAP, CDP-star luminescence, 1 M DEA | inhibition, % at 20 µM | 0.03% of 200,000 active | AID 1135;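 active = over 50% inhibition of tissue-nonspecific alkaline phosphatase at 20 µM in the single-dose screen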;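 note: plate controls were DMSO wells for no effect and EDTA-quenched wells as full inhibition for full effect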
# Target sequence (P05186 whole entry, looked up): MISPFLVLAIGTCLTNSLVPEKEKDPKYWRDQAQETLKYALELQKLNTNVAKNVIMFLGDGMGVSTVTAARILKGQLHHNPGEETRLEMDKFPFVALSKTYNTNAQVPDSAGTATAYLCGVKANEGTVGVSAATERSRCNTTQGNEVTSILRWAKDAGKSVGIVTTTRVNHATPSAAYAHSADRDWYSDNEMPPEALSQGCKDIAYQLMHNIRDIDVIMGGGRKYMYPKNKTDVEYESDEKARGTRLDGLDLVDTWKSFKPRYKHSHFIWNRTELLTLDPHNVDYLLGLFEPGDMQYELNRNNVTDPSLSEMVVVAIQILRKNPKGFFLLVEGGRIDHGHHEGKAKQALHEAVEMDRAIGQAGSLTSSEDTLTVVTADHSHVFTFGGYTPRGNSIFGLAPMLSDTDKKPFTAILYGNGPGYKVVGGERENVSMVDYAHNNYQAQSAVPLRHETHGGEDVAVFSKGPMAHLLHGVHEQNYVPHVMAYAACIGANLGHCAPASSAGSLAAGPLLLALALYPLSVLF
# SRC2 TRFRET art: counter-screen for PPARgamma SRC-2 recruitment agonists: TR-FRET artefact; active compounds read high; TR-FRET ratio at 8 µM; 0.4% of 200,000 active; in the data active = TR-FRET ratio above about 2000; note: inactives centre near 1500
# Efa HMGR inh: blocks class II HMG-CoA reductase of Enterococcus faecalis; AID 1066; 0.41% of 190,000 active; purified E. faecalis HMGR, NADPH absorbance 340 nm kinetic; inhibition, % at 10 µM;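 active = inhibition above a set limit, the median over all tested compounds plus 3 SD, cut at about 9.5% in these data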;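 note: enzyme runs in reverse so mevalonate oxidation gives rising NADPH absorbance; 0% = complete reaction with DMSO and 100% = background rate lacking mevalonate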
# bIAP inh: blocks bovine intestinal alkaline phosphatase activity; purified bovine IAP, CDP-star luminescence, 30 min; 190,000 tested, under 10 active; inhibition, % at 20 µM;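 active = over 50% inhibition of intestinal alkaline phosphatase at 20 µM in the single-dose screen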
#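 System: Purified bovine intestinal alkaline phosphatase (IAP) enzyme | Input: IAP diluted 1/65,000,000 in the well | Also added: CDP-star chemiluminescent phosphatase substrate, 30 µM final | Dosing: 20 µM single dose | Times: Enzyme reaction for 30 min at room temperature | Detection: Luminescence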
# PPARg SRC2 recr: PPARgamma-driven SRC-2 recruitment agonism. P37231. activation, % at 8 µM. PPARgamma LBD-SRC-2 recruitment, biochemical. 0.34% of 200,000 active; in the data active = activation above about 22%;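 note: 0% = vehicle and 100% = reference agonist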
# Target sequence (P37231 whole entry, looked up, the tested form may be a part): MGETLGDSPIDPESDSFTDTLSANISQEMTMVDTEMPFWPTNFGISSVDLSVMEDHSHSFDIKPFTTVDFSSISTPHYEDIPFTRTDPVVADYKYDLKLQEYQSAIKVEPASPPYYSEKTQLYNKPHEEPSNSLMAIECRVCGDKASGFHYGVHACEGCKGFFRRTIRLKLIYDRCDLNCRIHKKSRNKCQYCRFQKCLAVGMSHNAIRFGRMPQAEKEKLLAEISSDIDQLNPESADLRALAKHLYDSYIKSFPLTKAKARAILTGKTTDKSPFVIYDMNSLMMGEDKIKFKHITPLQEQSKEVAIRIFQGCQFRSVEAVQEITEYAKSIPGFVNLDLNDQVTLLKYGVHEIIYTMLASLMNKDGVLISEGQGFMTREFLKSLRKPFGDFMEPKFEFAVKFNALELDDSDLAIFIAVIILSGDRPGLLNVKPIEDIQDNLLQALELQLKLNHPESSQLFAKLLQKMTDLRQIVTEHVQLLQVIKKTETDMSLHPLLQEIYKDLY
# TNAP act hiacc: TNAP (human) activation, high acceptor; 200,000 tested, under 10 active; activation factor at 20 µM; AID 1136; purified TNAP, CDP-star luminescence, 1 M DEA, 30 min; active compounds read high; 0 = EDTA background, 1 = DMSO-only activity; P05186;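 active = activation factor at least 2 at 20 µM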
#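 Measured by: Luminescent substrate turnover signal | Test system: Human TNAP | Input: TNAP 1/800 final | Dosing: 20 µM single point | Schedule: 30 min, room temperature | Controls: EDTA wells as negative control, DMSO wells as positive control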
# PPARg SRC-1 ag: promotes SRC-1 coactivator recruitment by human PPARgamma; P37231; PPARgamma-SRC-1 coactivator recruitment biochemical assay; activation, % at 8 µM; 0.41% of 200,000 active; in the data active = activation above about 19%;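 note: 0% = DMSO and 100% = reference agonist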
# bIAP act: intestinal alkaline phosphatase (bovine) activation. AID 1016. 0.17% of 200,000 active. purified bovine IAP, CDP-star luminescence, 30 min; active compounds read high; fold of DMSO-control signal, blank-subtracted. activation factor at 20 µM;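 active = activation factor of 2 or more at 20 µM, a signal rise over negative controls twice the positive control's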
# TNAP inh noacc: blocks human TNAP activity with no phosphate acceptor present; purified TNAP, CDP-star luminescence, 30 min; P05186; 0.26% of 200,000 active; inhibition, % at 20 µM;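 active = tissue-nonspecific alkaline phosphatase inhibition above about 50% at 20 µM in the single-dose screen, limit read from the data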;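 note: 0% = DMSO negative control and 100% = EDTA positive control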
# PPARg SRC-3 ag: agonists of human PPARgamma SRC-3 coactivator recruitment | P37231 | biochemical PPARgamma/SRC-3 coactivator recruitment assay | activation, % at 8 µM | 0.26% of 200,000 active | AID 731; in the data active = activation above about 23%;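 note: 0% = DMSO and 100% = reference agonist; some compounds past the cut are filed as inactive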
# The depositor's hits bear a star; / = no result given. Compounds as they come, and some 1.6% of all compounds hit somewhere here.
SMILES,TNAP inh hi DEA,SRC2 TRFRET art,Efa HMGR inh,bIAP inh,PPARg SRC2 recr,TNAP act hiacc,PPARg SRC-1 ag,bIAP act,TNAP inh noacc,PPARg SRC-3 ag
O=C(CC12CC3CC(CC(C3)C1)C2)Nc1ccc2c(c1)COC2=O,-9,1340,-1,33,4,1.1,3,0.7,4,-16
Cc1ccc(NC(=O)Nc2ccccc2C(=O)NCc2ccccc2)cc1,-6,1555,-4,18,4,1.1,4,0.8,-14,-1
CC(C)OC(=O)NC(c1ccccc1)C(Cl)(Cl)Cl (centres undefined),-1,1638,-4,-2,14,1,8,1,-17,7
Cc1cc(C)cc(NC2=NCC(=O)N2Cc2ccccc2)c1,-4,1670,-2,17,21,1,3,0.8,-7,8
O=C(OCC(=O)N1CCCc2ccccc21)C1CCN(S(=O)(=O)c2cccs2)CC1,-7,1597,-1,0,6,1.1,1,1,-11,5
Cc1cc(OCCOc2cccc3cccnc23)c(C)cc1Cl,-7,1430,0,9,3,1.1,-2,0.9,-9,7
OCCN1CCN(C(=S)NCCc2ccccc2)CC1,4,1470,-8,3,0,1,2,1,-11,10
COc1ccc(C(=O)O/N=C(\N)Cc2ccc(Cl)cc2)cc1OC,0,1483,4,10,4,1,-3,0.9,-8,8
Cc1ccccc1NC(=O)CN1C(=O)S/C(=C\c2ccc(-c3cccc(C(=O)O)c3C)o2)C1=O,-4,1508,-6,-32,2,1,-2,1.3,-2,4
CC(C)N(C(=O)CSc1nnc(Cc2csc(Nc3ccccc3)n2)o1)C(C)C,-3,1630,-3,-7,10,1,12,1.1,-7,1
CCc1ccccc1NC(=O)Cc1cn(C)c2ccccc12,2,1512,-2,15,-2,1,-5,0.8,5,3
CC(C)=CC(=O)Nc1ccccc1C(N)=O,-7,1509,-4,5,-1,1.1,0,1,-3,-9
O=C(N/N=C/c1ccccc1O)c1cc(=O)[nH]c2ccccc12,-1,1453,4,16,2,1,9,0.8,-115,6
CC(C)CCNC(=O)CCCn1c(=O)[nH]c2ccc(Br)cc2c1=O,1,1635,-6,9,8,1,1,0.9,-1,10
N/C(=N\OC(=O)c1ccc([N+](=O)[O-])cc1)c1cccnc1,-5,1482,1,6,-3,1,-4,0.9,-6,-5
COC(=O)c1sccc1-n1cccc1C(=O)C(=O)N1CCCC1,-4,1373,0,-3,-9,1,8,1,-9,6
COC(=O)n1c(=O)oc2ccccc21,1,1421,-4,0,-5,1,0,1,-6,11
COc1ccccc1NC(=O)c1sc(NC(=O)c2ccco2)c(C#N)c1C,-4,1551,-2,12,2,1,-1,0.9,-14,8
O=C1c2oc3ccc(Cl)cc3c(=O)c2C(c2cccnc2)N1Cc1ccco1 (centres undefined),-3,/,/,6,/,1,/,0.9,-8,/
CC(=O)Nc1ccc(NC(=O)Cc2sc(C)nc2-c2ccc(C)cc2)cc1,-2,1719,-3,12,-2,1,2,0.9,-17,1
O=C(CN1CCN(S(=O)(=O)c2ccccc2)CC1)NC(=O)NCc1ccccc1,-2,1644,-4,2,9,1,6,1,-4,3
Cc1[nH]c(C)c2c(=O)n(-c3ccccc3)ncc12,-7,1858,-6,8,10,1.1,8,0.9,-19,7
CC1(C)Cc2ccccc2-c2nnc(-c3cccnc3)n21,-4,1564,-7,6,-8,1,-2,0.9,-10,-6
COc1ccc(CCNC(=O)Cn2c(=O)n(CC3CCCO3)c(=O)c3ccccc32)cc1OC (centres undefined),-7,1605,2,-4,-8,1.1,1,1,-10,-6
CCOC(=O)N1CCN(Cc2nc(-c3ccc(Cl)cc3)no2)CC1,-4,1515,-7,7,-6,1,0,0.9,1,8

# Carrying on:
SMILES,TNAP inh hi DEA,SRC2 TRFRET art,Efa HMGR inh,bIAP inh,PPARg SRC2 recr,TNAP act hiacc,PPARg SRC-1 ag,bIAP act,TNAP inh noacc,PPARg SRC-3 ag
CSc1nc2sc3c(c2c2nnnn12)CC(C)(C)OC3,/,1613,/,/,2,/,3,/,/,11
CCCN(CCC)Cc1c(C(=O)OCC)nnn1-c1nonc1N,-2,1504,1,2,3,1,8,1,-9,-3
COC1CCCCC1NS(=O)(=O)c1ccccc1 (centres undefined),4,1372,-1,1,-6,1,-6,1,-2,-13
COc1ccccc1N(CC(=O)NCCSC(C)(C)C)S(C)(=O)=O,0,1367,-3,-2,0,1,4,1,-6,1
OC(COCC1COc2ccccc2O1)CN1CCN(c2ccccc2)CC1 (centres undefined),0,1384,-1,0,-6,1,-1,1,-5,5
C=CCn1cnc2c(c1=O)c1nc3ccccc3nc1n2Cc1ccccc1,-1,/,/,13,/,1,/,0.9,-6,/
CC(Nc1nc2ncn(Cc3ccccc3)c2c(=O)[nH]1)C(=O)O (centres undefined),0,1295,-6,20,1,1,-2,0.8,0,-13
CCNC(=O)/C(=C/c1cccc([N+](=O)[O-])c1)NC(=O)c1ccc(C)cc1,0,1297,2,2,-5,1,-2,1,-4,-1
Cn1c(CSCc2ccc(F)cc2)nnc1SCC(=O)N1CCN(c2ccccc2)CC1,2,1665,5,-4,-1,1,1,1,-4,-7
COc1ccc(N=c2oc3cc(O)ccc3cc2C(=O)NCC2CCCO2)c(OC)c1 (centres undefined),13,1473,-3,-2,-6,0.9,1,1,0,3
COC(=O)c1ccc2c(c1O)C(=O)c1ccccc1C2=O,7,1517,1,/,8,0.9,2,0.4,29,4
Cc1cc(C)cc(NC(=S)/C(=C(\[O-])c2ccc(Cl)s2)[n+]2cccc(C)c2)c1,3,1533,-4,4,9,1,-1,1,-7,0
CCOC(=O)c1ccc(-n2c(C)nc3ccccc3c2=O)cc1,-3,1472,0,-13,-6,1,-2,1.1,5,-2
Cc1c(C(=O)O)sc2nc3n(c(=O)c12)CCC3,-2,1766,-6,-2,9,1,9,1,-11,1
Cn1c(=O)c2c(nc(Oc3ccc4ccccc4c3)n2C)n(C)c1=O,-3,1605,-2,-2,-5,1,-5,1,-10,-1
Cc1ccc(-c2noc(-c3ccccc3Br)n2)cc1,-2,1455,-9,27,2,1,6,0.7,-11,-6
Clc1nc2ccccc2cc1/C=N/Nc1nc2ccccc2[nH]1,8,1617,-4,4,16,0.9,8,1,-7,7
CCOc1ccccc1-c1nc(C(N)=O)c2[nH]c(=O)n(-c3cccc(C)c3)c2n1,-5,1451,-3,0,5,1.1,5,1,-32,8
COc1ccccc1CN1C(=O)[C@@H]2C(CC(N)=O)NC3(C(=O)Nc4c3ccc(Cl)c4C)[C@@H]2C1=O (some centres undefined),-2,1522,-6,6,5,1,0,0.9,9,8
Cc1nc(SC2CC(=O)N(c3ccc([N+](=O)[O-])cc3)C2=O)nc2c1CCCC2 (centres undefined),0,1660,0,2,4,1,7,1,-5,4
COc1ccc(S(=O)(=O)N(CC(=O)O)c2ccccn2)cc1,-5,1505,-2,6,4,1,2,0.9,-11,-3
Cc1noc(C)c1CN(C(=S)NC1CC2CCC1C2)c1ccccc1 (centres undefined),1,1234,4,-16,-4,1,-4,1.2,-8,-1
CCOC(=O)C1CCN(C(=O)CN(c2ccc(OC)cc2)S(=O)(=O)c2c(C)nn(C)c2C)CC1,-4,1628,-4,-5,0,1,0,1,11,9
CCN1C(=O)C(CC(=O)Nc2ccccc2)N(Cc2ccccn2)C1=S (centres undefined),-3,1595,-4,2,-2,1,2,1,-10,5
CCc1ccc(NC(=O)c2cccnc2)cc1,-5,1491,/,4,7,1.1,-2,1,-5,2

# Other compounds follow.
SMILES,TNAP inh hi DEA,SRC2 TRFRET art,Efa HMGR inh,bIAP inh,PPARg SRC2 recr,TNAP act hiacc,PPARg SRC-1 ag,bIAP act,TNAP inh noacc,PPARg SRC-3 ag
COCCn1c(SCC(=O)NCCc2ccccc2)nnc1-c1ccco1,-7,1538,0,13,7,1.1,-3,0.9,-6,-2
Cn1cc(-c2ccc(Cl)cc2)cc(C#N)c1=O,-3,1504,-5,2,-2,1,3,1,-7,4
CN1CCN(CC(=O)N2CCn3c4c(c5cc(C6CCCCC6)ccc53)CCCC42)CC1 (centres undefined),-1,1395,1,-9,0,1,-3,1.1,1,1
Cc1cccc(CC(=O)Nc2cc(C)c3c(=O)oc4ccccc4c3n2)c1,1,1575,-5,-1,8,1,3,1,6,0
CCOC(=O)c1cnn(-c2nc(-c3cccc(F)c3)cs2)c1C(F)(F)F,0,1570,4,4,7,1,1,1,-6,-3
C=CCN(C(=O)CNC(=O)c1cccs1)C(C(=O)NC(C)(C)C)c1ccccc1 (centres undefined),-6,1676,-6,-6,-2,1.1,-2,1.1,-11,-3
Cc1ccc(Cl)cc1NC(=S)N(Cc1ccco1)C(C)c1cccs1 (centres undefined),-6,1527,1,16,-4,1.1,-10,0.8,-5,4
S=C(NCc1ccccc1)NC1CCCCC1,0,1560,-5,14,1,1,-5,0.9,1,2
Cc1ccc(C(=O)OCC(=O)Nc2sc3c(c2C#N)CCCCC3)cc1NC(=O)c1ccco1,7,1668,-2,-1,8,0.9,6,1,-5,9
CC(=O)CC1OC(=O)C(Br)=C1NCc1ccccc1 (centres undefined),-2,1485,1,2,4,1,5,1,3,16
O=C(c1ccco1)N1CCCN(C(=O)c2ccco2)CC1,-3,1532,-2,8,2,1,-2,0.9,-12,-7
O=C1c2ccccc2C(=O)N1CCc1csc(-c2ccc(F)cc2)n1,4,1654,-6,16,4,1,2,0.8,-3,5
O=C(COC(=O)c1ccc(Br)cc1)NCCN1C(=O)CSC1=O,1,1716,-3,-14,11,1,8,1.1,-12,3
O=C(CCC(=O)c1ccc(F)cc1)Nc1cccnc1,-5,1445,-2,15,-9,1,0,0.9,-10,0
Cc1cc(Br)cc(C)c1OCC(=O)NNC(=O)CCC(=O)NCc1ccccc1,-3,1640,-4,-28,-5,1,6,1.3,-8,0
CS(=O)(=O)N(CC(=O)NCC1CCCO1)Cc1ccc(Cl)cc1 (centres undefined),1,1559,-7,3,4,1,5,1,-7,9
CS(=O)(=O)N(Cc1ccccc1)c1ccccn1,-3,1610,-4,-1,7,1,11,1,-12,2
Cn1c(=O)c2c(SCC(=O)c3ccccc3)nc(C3CC3)nc2n(C)c1=O,-3,1535,-3,8,-6,1,-2,0.9,-10,-1
CCOC(=O)C(=O)N1CCN(CC)CC1,-2,1580,2,0,6,1,3,1,-7,-1
COc1cccc(-c2nnc3n2N=C(c2cc(OC)ccc2OC)CS3)c1,-6,1555,-5,0,0,1.1,1,1,-5,1
O=C(OC(C(=O)NCC1CCCO1)c1ccccc1F)c1ccco1 (centres undefined),-7,1392,3,9,5,1.1,-1,0.9,-14,6
CC(C)NC(=O)c1cc(=O)n(C)c(=O)n1C,3,1709,0,2,12,1,2,1,-2,-9

# 4 records picked at random from those above:
SMILES,TNAP inh hi DEA,SRC2 TRFRET art,Efa HMGR inh,bIAP inh,PPARg SRC2 recr,TNAP act hiacc,PPARg SRC-1 ag,bIAP act,TNAP inh noacc,PPARg SRC-3 ag
O=C1c2ccccc2C(=O)N1CCc1csc(-c2ccc(F)cc2)n1,4,1654,-6,16,4,1,2,0.8,-3,5
O=C(c1ccco1)N1CCCN(C(=O)c2ccco2)CC1,-3,1532,-2,8,2,1,-2,0.9,-12,-7
O=C(COC(=O)c1ccc(Br)cc1)NCCN1C(=O)CSC1=O,1,1716,-3,-14,11,1,8,1.1,-12,3
Cc1cccc(CC(=O)Nc2cc(C)c3c(=O)oc4ccccc4c3n2)c1,1,1575,-5,-1,8,1,3,1,6,0
